GRIN3A LBD mod: modulators (binders) of human NR3A ligand-binding domain; Tm shift relative to glycine control, % at 25 µM; NR3A LBD differential scanning fluorimetry, Tm shift; 0% = protein alone, 100% = glycine-bound protein; AID 1259313; actives 2.5% (n = 340,000);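 active means melting temperature shift of at least 10% of the positive control shift, at one fixed dose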
HKDC1 inhibitor: HKDC1 (human) hexokinase inhibition | recombinant HKDC1, G6PDH/diaphorase resazurin coupled fluorescence | AID 493160 | actives 0.16% (n = 340,000) | inhibition, % at 20 µM;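 active means inhibition above about 35% when tested at 20 µM, limit read from the data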;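 further: plate controls were DMSO wells with enzyme for no effect and DMSO wells lacking enzyme for full effect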
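Material – in-house recombinant HK5 (HKDC1) enzyme · Quantity – HKDC1 at 5 µg/mL · Buffer or medium – pH 8.0 Tris buffer with 10 mM MgCl2 · Reagent – glucose with 1 mM ATP · Dosing – single 20 µM dose · Times – reaction time 90 min, room temperature, protected from light · Technique – resorufin fluorescence at 613 nm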
PfGluPho inh: PfG6PD (Plasmodium falciparum) enzyme inhibition. PfGluPho enzyme, NADPH resazurin-diaphorase fluorescence. inhibition, % at 20 µM. actives 0.78% (n = 350,000);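 active means inhibition reaching at least a set limit at 20 µM in the primary screen, cut at about 59% in these data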;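 further: 0% = DMSO wells with substrate and 100% = DMSO wells lacking glucose-6-phosphate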
SENP6 block: SENP6 protease inhibition. Recombinant SENP6 catalytic domain, aminoluciferin luminescence. actives 1.8% (n = 330,000). inhibition, % at 10 µM. Q9GZR1;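 active means inhibition above about 50% at the single tested dose, limit read from the data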;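 further: plate controls were DMSO wells with enzyme for no effect and DMSO wells lacking enzyme for full effect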
ATG4B inh: blocks human ATG4B protease cleavage of LC3 substrate; Q9Y4P1; ATG4B cleavage of LC3-PLA2, NBD-HPC fluorescence, 1 h; inhibition, % at 8.33 µM; actives 0.51% (n = 340,000); AID 504462; in the data active means inhibition above about 40%
Target sequence (Q9Y4P1 whole entry, looked up): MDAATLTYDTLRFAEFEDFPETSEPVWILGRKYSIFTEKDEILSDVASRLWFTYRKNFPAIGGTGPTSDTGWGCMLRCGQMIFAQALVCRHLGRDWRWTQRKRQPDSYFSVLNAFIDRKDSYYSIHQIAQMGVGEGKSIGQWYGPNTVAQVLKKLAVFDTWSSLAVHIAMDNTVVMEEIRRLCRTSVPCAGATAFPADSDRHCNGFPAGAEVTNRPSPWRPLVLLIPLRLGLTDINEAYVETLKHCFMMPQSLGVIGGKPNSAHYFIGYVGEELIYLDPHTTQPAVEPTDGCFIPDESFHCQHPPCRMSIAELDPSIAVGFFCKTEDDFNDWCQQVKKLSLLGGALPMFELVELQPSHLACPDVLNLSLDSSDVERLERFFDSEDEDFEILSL
SENP7 block: inhibitors of human SENP7 protease | actives 1.5% (n = 330,000) | inhibition, % at 5 µM | recombinant SENP7, Z-RLRGG-aminoluciferin luminescence, 40 min | Q9BQF6;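 active means inhibition above about 50% at the single test dose, limit read from the data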;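 further: plate controls were DMSO with enzyme for no effect and no enzyme buffer wells for full effect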
Target sequence (Q9BQF6 706-1050 limits assumed): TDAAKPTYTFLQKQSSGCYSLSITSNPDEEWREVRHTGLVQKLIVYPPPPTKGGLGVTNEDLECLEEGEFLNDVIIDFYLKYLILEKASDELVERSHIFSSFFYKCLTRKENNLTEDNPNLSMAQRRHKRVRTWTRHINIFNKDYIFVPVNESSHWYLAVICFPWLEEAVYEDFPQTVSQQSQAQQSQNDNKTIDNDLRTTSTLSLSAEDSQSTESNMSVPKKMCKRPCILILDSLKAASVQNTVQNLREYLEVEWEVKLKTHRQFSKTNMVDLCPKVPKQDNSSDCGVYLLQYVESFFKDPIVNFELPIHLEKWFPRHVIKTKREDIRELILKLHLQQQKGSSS
MPTP inh: blocks calcium-induced mitochondrial swelling | isolated mouse mitochondria, Ca2+ swelling absorbance, 30 min | inhibition, % at 10 µM | actives 1.4% (n = 360,000);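 active means inhibition of 50% or more, scaled per plate between neutral and stimulator controls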;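 further: 0% = DMSO wells given calcium and 100% = 1 mM EGTA wells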
SENP8 block: SENP8 (human) protease inhibition; actives 0.64% (n = 360,000); Q96LD8; AID 602440; recombinant SENP8, Nedd8 substrate fluorescence; inhibition, % at 20 µM; in the data active means inhibition mostly above about 40%, no sharp cut-off; inactive means mostly below about 27%
Target sequence (Q96LD8 whole entry, looked up): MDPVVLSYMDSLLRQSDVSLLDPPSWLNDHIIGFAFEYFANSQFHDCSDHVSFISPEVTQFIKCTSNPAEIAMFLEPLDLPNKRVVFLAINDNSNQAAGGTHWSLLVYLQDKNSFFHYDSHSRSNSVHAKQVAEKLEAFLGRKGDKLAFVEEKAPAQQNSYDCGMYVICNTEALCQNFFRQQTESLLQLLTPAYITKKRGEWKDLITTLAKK
Numbers without * were called inactive; i = inactive; x = no result given.

SMILES | GRIN3A LBD mod | HKDC1 inhibitor | PfGluPho inh | SENP6 block | ATG4B inh | SENP7 block | MPTP inh | SENP8 block
COc1ccc(S(=O)(=O)N2CCOCC2)cc1C(=O)N1CCCC1 | 2 | 0 | -4 | -2 | 11 | 2 | 1.9 | -2
Cn1c(=O)n(-c2cccc(Cl)c2)c(=O)c2c3c(sc21)COC(C)(C)C3 | 1 | 2 | -5 | 2 | -8 | 3 | 2.6 | 6
Cc1cc(C)nc(SCC(=O)c2ccc3c(c2)OCCO3)n1 | -1 | 2 | 6 | -11 | -7 | -1 | 2.1 | 6
CCCCn1c(-c2ccc([N+](=O)[O-])cc2)n[nH]c1=S | 0 | -5 | 30 | -18 | -3 | -5 | 4.8 | 34
CC(C)(C)NC(=O)CSc1n[nH]c(=O)n1-c1ccccc1 | 0 | -8 | -1 | -9 | -11 | -1 | -0.5 | 3
O=C(O)C1CCCN1S(=O)(=O)c1ccc2c(c1)CCC2 (centres undefined) | -4 | -16 | 4 | 1 | -4 | 2 | 1.2 | 8
Cc1nn(Cc2ccc(Cl)c(Cl)c2)c(C)c1NC(=O)c1cn(-c2ccccc2)nc1-c1ccccc1 | -3 | 3 | 14 | -3 | -11 | -5 | 2.5 | 40*
O=C(COc1ccccc1[N+](=O)[O-])N/N=C/c1ccncc1 | 0 | -10 | -3 | 9 | -2 | 2 | 2.1 | 3
COc1ccc(OC)c(/C=C/C(=O)N(C)CC(=O)Nc2ccc(N3CCOCC3)cc2)c1 | 2 | -3 | 0 | -6 | 6 | -10 | 0.8 | i
Cc1ccc(CC2S/C(=C(/C#N)C(=O)NCc3ccco3)N(c3ccccc3)C2=O)cc1 (centres undefined) | 1 | 1 | 2 | -23 | -10 | 5 | 3.0 | 14
CCOC(=O)C(C)Oc1ccccc1C1NC(=O)NC(C)=C1C(=O)Nc1ccc(C)c(C)c1 (centres undefined) | 0 | -8 | 8 | -4 | -7 | -2 | -1.8 | 6
CCOc1cc(C(=O)N/N=C/c2ccsc2)cc(OCC)c1OCC | -7 | 0 | -5 | -10 | -3 | -1 | 0.5 | 3
CN(C)CCCN1c2ccccc2CCc2ccc(Cl)cc21 | 1 | -2 | -13 | 2 | 12 | 4 | 80* | 4
CC(=O)C1=C(C)NC2=C(C(=O)c3ccccc32)C1c1ccccc1 (centres undefined) | -14 | 1 | -7 | -18 | -5 | -1 | 1.8 | 9
CCCCN(C(=O)C1CC(=O)N(c2ccc(OC)cc2OC)C1)c1c(N)n(CC(C)C)c(=O)[nH]c1=O (centres undefined) | 0 | 3 | -2 | -5 | 5 | 4 | 0.2 | 0
O=C(c1ccccc1)N1CCN(C(=O)c2ccc3c(c2)OCCO3)CC1 | 1 | -5 | -12 | -2 | -3 | -11 | 0.4 | 11
Cc1cc(C2=NNC(=Nc3ccc(S(=O)(=O)N4CCOCC4)cc3)SC2)c(C)n1C | 1 | -73 | 54 | -10 | -6 | -5 | 0.8 | -61
CCc1ccccc1NS(=O)(=O)Cc1ccccc1 | -1 | -2 | 4 | 6 | -5 | 11 | 0.3 | 1
CCC(C)Sc1nnc(CNC(=O)C23CC4CC(CC(C4)C2)C3)n1C1CCCCC1 (centres undefined) | 0 | 3 | 2 | -17 | 4 | 2 | 0.5 | 2
CCOc1ccc(S(=O)(=O)N2CCOCC2)cc1NC(=O)CSCC(=O)Nc1ccc(C)cc1 | 11* | 4 | -1 | -13 | -11 | 0 | -0.9 | 6

Some of the entries above in a different format.
Every second line gives: GRIN3A LBD mod, HKDC1 inhibitor, PfGluPho inh, SENP6 block, ATG4B inh, SENP7 block, MPTP inh, SENP8 block
> Cc1cc(C)nc(SCC(=O)c2ccc3c(c2)OCCO3)n1
  -1, 2, 6, -11, -7, -1, 2.1, 6
> CCCCn1c(-c2ccc([N+](=O)[O-])cc2)n[nH]c1=S
  0, -5, 30, -18, -3, -5, 4.8, 34
> CC(C)(C)NC(=O)CSc1n[nH]c(=O)n1-c1ccccc1
  0, -8, -1, -9, -11, -1, -0.5, 3
> O=C(O)C1CCCN1S(=O)(=O)c1ccc2c(c1)CCC2 (centres undefined)
  -4, -16, 4, 1, -4, 2, 1.2, 8

(list continues)
SMILES | GRIN3A LBD mod | HKDC1 inhibitor | PfGluPho inh | SENP6 block | ATG4B inh | SENP7 block | MPTP inh | SENP8 block
CCn1c(SCC(=O)N(C)C)nc2cc(S(=O)(=O)N3CCCCC3)ccc21 | -2 | 4 | -4 | -1 | 2 | 4 | -0.6 | 32
Cc1c(C(=O)N2CCCCC2)sc(NC(=O)c2ccco2)c1C#N | -2 | 6 | 4 | -1 | -2 | 4 | -1.4 | 11
O=C(NCc1cccc(F)c1)C1CCN(C(=O)c2sccc2-n2cccc2)CC1 | 0 | -12 | -11 | -12 | 7 | 4 | 0.7 | 9
O=C(COc1c(Br)cc(Br)cc1Br)N/N=C/c1ccco1 | -3 | 5 | -14 | 12 | 0 | -5 | 0.5 | 2
CSc1ncc(C(=O)Nc2ccc(Br)cn2)c(C)n1 | -1 | -1 | 10 | 0 | -5 | 5 | 3.9 | -27
CSc1ccccc1NC(=O)c1ccccn1 | -3 | 5 | -12 | -26 | 11 | -4 | -0.4 | 9
O=C(CN1C(=O)NC2(CCCCCC2)C1=O)c1ccccc1 | -18 | -2 | 0 | 0 | -1 | 0 | -1.7 | 5
C=CCc1cc(C=O)cc(OCC)c1OCc1ccc(Cl)cc1 | 1 | -2 | 42 | -5 | 12 | -6 | 1.5 | 0
COC(=O)CSCC(=O)Nc1cc2c(cc1C(C)=O)OCO2 | -1 | -5 | 28 | -13 | 4 | -7 | -1.5 | -471
CC1(c2ccccc2)NC(=O)N(CC(=O)NNC(=O)c2cccc(Cl)c2)C1=O (centres undefined) | 0 | 2 | -20 | 13 | 3 | 14 | -0.8 | 8
Cc1c(CC(=O)N[C@@H](CCCNC(N)=O)C(=O)O)c(=O)oc2cc3oc4c(c3cc12)CCCC4 | x | x | x | 1 | x | 2 | 0.2 | -280
O=C(O)c1ccc(Nc2ccc3nonc3c2[N+](=O)[O-])cc1 | -2 | 2 | -3 | -5 | -1 | -8 | 6.3 | 33
CC(C)(C)N1CC2([N+](=O)[O-])CN(C(C)(C)C)CC([N+](=O)[O-])(C1)C2 | 1 | 1 | 10 | 12 | -6 | 4 | -0.9 | 21
COc1ccc(CN(C)S(=O)(=O)c2nnc(NC(=O)c3ccc(C)cc3)s2)cc1OC | 3 | 1 | 88* | -3 | -1 | -11 | 0.7 | -170
COc1ccc2[nH]c3c(=O)n4c(nc3c2c1)SCC4 | -2 | 0 | 7 | -20 | -1 | 9 | -0.6 | -430
CC1CN(C(=O)c2cc3ccccc3oc2=O)CC(C)O1 (centres undefined) | 0 | 1 | -7 | -19 | 7 | 4 | -0.6 | 8
Cc1cc([N+](=O)[O-])ccc1NC(=O)/C=C/c1cccs1 | -7 | -7 | 19 | 3 | -3 | -5 | 83* | 17
COc1ccc2oc(=O)c(C(=O)N3CCN(c4ccccc4)CC3)cc2c1 | 1 | -7 | 1 | -9 | -3 | 4 | -0.8 | -35
COc1ccc(C(O)(CC(C)C)C(CN2CCOCC2)c2ccccc2)cc1 (centres undefined) | -1 | 3 | 9 | 11 | -9 | -4 | -0.6 | 17
O=C(NNC(=O)c1nn(-c2ccc(F)cc2)ccc1=O)Nc1cccc(Cl)c1 | 3 | -2 | -9 | -4 | 16 | -5 | -1.1 | 10

Records above that bear a hit mark in MPTP inh:
| structure | GRIN3A LBD mod | HKDC1 inhibitor | PfGluPho inh | SENP6 block | ATG4B inh | SENP7 block | MPTP inh |
| --- | --- | --- | --- | --- | --- | --- | --- |
| CN(C)CCCN1c2ccccc2CCc2ccc(Cl)cc21 | 1 | -2 | -13 | 2 | 12 | 4 | 80* |
| Cc1cc([N+](=O)[O-])ccc1NC(=O)/C=C/c1cccs1 | -7 | -7 | 19 | 3 | -3 | -5 | 83* |

Of the compounds above, two have bromine:
SMILES | GRIN3A LBD mod | HKDC1 inhibitor | PfGluPho inh | SENP6 block | ATG4B inh | SENP7 block | MPTP inh | SENP8 block
O=C(COc1c(Br)cc(Br)cc1Br)N/N=C/c1ccco1 | -3 | 5 | -14 | 12 | 0 | -5 | 0.5 | 2
CSc1ncc(C(=O)Nc2ccc(Br)cn2)c(C)n1 | -1 | -1 | 10 | 0 | -5 | 5 | 3.9 | -27

Carrying on:
SMILES | GRIN3A LBD mod | HKDC1 inhibitor | PfGluPho inh | SENP6 block | ATG4B inh | SENP7 block | MPTP inh | SENP8 block
O=C(CSc1ccccc1C(=O)O)NCc1ccco1 | 3 | -5 | -22 | -8 | -2 | -15 | -4.1 | 25
COc1ccccc1CNC(=O)CN1C(=O)CSc2ccc(S(=O)(=O)N3CCCC3)cc21 | -2 | -4 | 3 | -1 | -1 | 0 | 1.3 | 2
Clc1ccc(CSc2nnc(-c3ccccn3)n2Cc2ccco2)c(Cl)c1 | -4 | -2 | 21 | -3 | 41* | 1 | 7.3 | 7
Cc1noc(C)c1C(=O)OCC(=O)Nc1cc(Cl)ccc1Oc1ccccc1 | -5 | -2 | 10 | 11 | -1 | -5 | -2.0 | 30
CCc1ccccc1NC(=O)N1C2CCCC1CC(NC(=O)C(C)(C)C)C2 (centres undefined) | 1 | -4 | -14 | -30 | -15 | -3 | 0.7 | 18
CC(=O)NC1C(=O)N(CCN2CCOCC2)c2ccc(C)cc21 (centres undefined) | -7 | 86* | 17 | x | 6 | x | 0.7 | 0
COc1ccccc1N1CCN(CCCC(=O)c2ccc(F)cc2)CC1 | 1 | -3 | -12 | 1 | 4 | -9 | -0.6 | 1
O=c1cc(O)nc(SCc2ccccc2)n1-c1ccc(F)cc1 | -3 | -1 | -6 | -7 | -2 | 1 | -0.5 | 37
Cc1ccc(NC(=O)CSc2nc3c(c(=O)[nH]2)CCC3)cc1C | 0 | -1 | -11 | 2 | -2 | -6 | -3.4 | 3
CN1CCN(C2=Cc3ccc(Cl)cc3Sc3ccc(F)cc32)CC1 | -2 | 7 | 6 | -19 | -4 | -2 | 95* | 27
Cc1noc(C)c1COC(=O)COc1cccc2c1OC(C)(C)C2 | 4 | -1 | 1 | -10 | -8 | -1 | -0.5 | 11
COc1ccc(CCNC(=O)C(=O)NCC2CCCN2S(=O)(=O)c2cccs2)cc1OC (centres undefined) | 1 | -1 | 0 | 1 | 0 | -1 | -2.6 | 2
CC1(C)CCC(=O)N(c2ccc(OC(F)(F)F)cc2)C1=O | -1 | -6 | -2 | -16 | -5 | -8 | 0.0 | 11
Cc1nn(Cc2ccccc2Cl)c(C)c1NC(=O)/C=C/c1cnn(C)c1 | 2 | 12 | 3 | -6 | 2 | 9 | -1.0 | 11
COc1ccc(CNC(=O)COC(=O)Cc2ccsc2)cc1 | 0 | -2 | 9 | -7 | -3 | -3 | 0.4 | -8
CC/S(C)=N/S(=O)(=O)c1ccc(C)cc1 (centres undefined) | -5 | -5 | 5 | -22 | -4 | -4 | 0.8 | 1
CSc1nc(C)c(C(=O)Nc2ccccc2)c(C)c1C#N | 3 | -6 | -3 | -9 | -3 | -5 | -0.7 | -2

Full records as entered above. Order of values: GRIN3A LBD mod	HKDC1 inhibitor	PfGluPho inh	SENP6 block	ATG4B inh	SENP7 block	MPTP inh	SENP8 block
Results for CSc1nc(C)c(C(=O)Nc2ccccc2)c(C)c1C#N = 3	-6	-3	-9	-3	-5	-0.7	-2
Results for CC(=O)NC1C(=O)N(CCN2CCOCC2)c2ccc(C)cc21 (centres undefined) = -7	86*	17	x	6	x	0.7	0
Results for Cc1ccc(NC(=O)CSc2nc3c(c(=O)[nH]2)CCC3)cc1C = 0	-1	-11	2	-2	-6	-3.4	3

High-throughput results as filed in PubChem BioAssay.
